# Screening data deposited in PubChem BioAssay by NCI.
# NCI-60 one-dose screen, 48 h, at 10 µM unless noted. Numbers give growth in % (100 = growth as untreated, 0 = no growth, -100 = all killed).
# SN12C = SN12C renal cancer cells | hit rate 3.8% among 81,000
# IGROV1 = IGROV1 ovarian cancer. hit rate 4.7% among 79,000
# ACHN = ACHN renal cancer; hit rate 4.9% among 81,000
# RXF 393 = RXF 393 renal cancer cells; AID 1794773; hit rate 6.9% among 77,000
# TK-10 = TK-10 renal cancer cells | hit rate 3.9% among 81,000 | AID 1794769
# UO-31 = UO-31 renal cancer; hit rate 5.2% among 81,000; AID 1794768
# 786-0 = 786-0 renal cancer cells | hit rate 5.1% among 81,000
# SK-OV-3 = SK-OV-3 ovarian cancer cells. hit rate 3.2% among 80,000. AID 1794785
# * = called active by the depositor; . = no result given; & = joins results of further samples; ! = a repeat was not active. How the source made its calls: active means growth percent below 10; inactive means the rest.
No.	Structure	SK-OV-3	TK-10	ACHN	IGROV1	RXF 393	UO-31	SN12C	786-0
1	O=[N+]([O-])c1ccccc1Nc1ccc2ccccc2c1	85	100	99	87	133	59	99	83
2	CCC1(CC)C(=O)N(c2ccccc2)C(=N)N(c2ccccc2)C1=O	113	106	102	105	116	92	101	108
3	Cn1c2ccccc2c2c3c(c4c5cc(F)ccc5oc4c21)C(=O)NC3=O	78	133	90	63	103	66	98	98
4	Cc1ccc(S(=O)(=O)n2cc(/C=C3\C(=O)N(c4c(Cl)cccc4Cl)c4ccccc43)c3ccccc32)cc1	99	102	90	84	121	64	87	92
5	CN1C(=O)c2cccn2Cc2ccccc21	106	95	108	107	130	83	109	97
6	O=C(O)c1cscc1-c1cccc2ccccc12	106	112	102	106	112	78	100	104
7	Cc1ccc2oc(=O)ccc2c1	112	45	99	114	120	97	120	106
8	Cc1ccccc1NC(=O)Cc1csc2[n+]1C(=O)/C(=C/c1ccc([N+](=O)[O-])cc1)S2	90	117	90	103	111	72	100	93
9	CN1CC[C@@H](c2c(O)cc(O)c3c(=O)cc(-c4ccccc4Cl)oc23)[C@@H]1CO	5.8*	5.7*	4.4*	6.4*	-63*	-5.4*	12	4.3*
10	O=C(Nc1cccc2cccnc12)c1ccc2ccc3ccc(C(=O)Nc4cccc5cccnc45)nc3c2n1	66	98	57	72	107	57	69	60
11	CCn1c(NNC(=S)Nc2ccc(F)cc2)nc2c1c(=O)n(C)c(=O)n2C	115	120	107	112	117	87	101	100
12	c1ccc(NN=C2c3ccccc3-c3ccccc32)cc1	92	85	80	30	.	39	88	99
13	O=C1c2ccccc2N=C(N/N=C/c2ccccc2)[C@@H]2CCCN12	107	94	103	101	103	88	100	89
14	C[C@]12CCC(=O)C=C1CC[C@H]1[C@@H]3CCC(=O)O[C@@]3(C)CC(=O)[C@@]12F	103	111	102	110	120	81	108	99
15	COc1ccc(-c2nc3c(ncc4ccc(=O)[nH]c43)s2)cc1	102	74	60	67	89	72	78	88
16	CC1=N/C(=C\c2ccc(Cl)cc2)C(=O)N1CCc1ccc(S(N)(=O)=O)cc1	108	105	106	106	128	94	.	88
17	Cc1nn(-c2ccc([N+](=O)[O-])cc2)c(C)c1N=Nc1ccc(Br)cc1	96	104	93	108	108	95	106	102
18	Nc1cccc(-c2nc3sccn3c2-c2ccnc(NCCNS(=O)(=O)c3ccc(Cl)cc3)n2)c1	107	127	88	83	97	76	85	97
19	Cc1ccn2c(NC(C)(C)CC(C)(C)C)c(-c3ccc(C)o3)nc2c1	101	88	93	83	96	68	94	91
20	COc1ccc(C(=O)c2cc(C)c(OC)c(C)c2)c(OC)c1OC(=O)C(Cl)Cl	-2.1*	51	18	22	39	35	30	13
21	COc1cc(C2c3c([nH]c(=O)[nH]c3=O)Nc3ccc4ccccc4c32)cc(OC)c1OC (centres undefined)	103	102	104	102	103	93	104	95
22	CCSc1nc(N)c2c(-c3ccc(OC)cc3)c3c(nc2n1)C(C)CCC3 (centres undefined)	94	124	69	108	74	93	88	92
23	CCOC(=O)CSc1ncnc2c1c(-c1ccccc1)c(-c1ccccc1)n2-c1ccc(C)cc1	56	79	91	80	105	73	64	81
24	Cc1ccc(/C=C/C(=O)c2ccc(-n3cc(CN4CCN(c5cc6c(cc5F)c(=O)c(C(=O)O)cn6C5CC5)CC4)nn3)cc2)cc1	85	104	90	70	71	62	68	65
25	N/C(=N\c1sc(-c2ccccc2)nc1-c1ccccc1)c1ccccc1	90	114	83	94	86	78	88	86
26	Cc1[nH]c2ccccc2c1C(C[N+](=O)[O-])c1ccccc1F (centres undefined)	146	99	100	95	100	80	98	94
27	CC(=O)c1nnn(-c2ccc(S(N)(=O)=O)cc2)c1C	104	107	97	98	98	86	88	.
28	CN(C)CCOc1nc2c3ccncc3cc(-c3cccc(Cl)c3)c2c2cnccc12	47	31	14	29	1.0*	15	.	33
29	Clc1ccc(C(NC2CC3CCC2C3)c2ccccc2)cc1 (centres undefined)	.	106	98	93	100	83	93	.
30	O=C(NNc1nc2cc(F)c(F)cc2n2cccc12)c1ncccn1	.	49	13	21	49	18	24	8.2*
31	COc1cc(C(=O)NCCc2ccc3c(c2)OCO3)cc(OC)c1OC	96	104	94	100	113	71	97	106
32	CC(CN=Cc1ccccc1O)N=Cc1ccccc1O (centres undefined)	86&104	106&110	94&103	-15*!	91&102	80&107	99&90	109&104
33	NC(CSSCC(NC(=O)c1ccccc1)C(=O)O)C(=O)O (centres undefined)	93&96	101&105	92&96	94&111	111&108	83&87	103&105	98&98
34	CCOC(=O)C(C(=O)OCC)c1cc(NC(=O)c2ccccc2)ccc1NC(=O)c1ccccc1	105	109	104	115	135	88	105	.
35	CCOC(=O)C1=C(C)N2C(=NC3=C(CCC/C3=C\c3ccc(Cl)cc3)C2c2ccc(Cl)cc2)S1 (centres undefined)	47	58	17	13	-72*	54	58	-0.6*
36	O=C(Nc1cccc2c(OC(=O)C(Cl)Cl)c(N=Nc3ccc(S(=O)(=O)Nc4nccs4)cc3)cc(N=Nc3ccc(S(=O)(=O)Nc4nccs4)cc3)c12)C(Cl)Cl	89&103	112&111	85&80	103&69	78&90	78&49	108&98	102&113
37	Cc1ccnc2ccc(O)cc12	101	102	103	119	100	94	95	111
38	C=CCC(CCC(CC=C)C(=O)OCC)C(=O)OCC (centres undefined)	107	92	108	102	108	89	100	99
39	O=c1c2c(c3ccccc3n1-c1ccccc1)NC(=S)NC2c1ccccc1 (centres undefined)	95	226	96	102	117	72	90	97
40	C/C(=N/NC(N)=S)c1ccc(Nc2nc(SC(C)C)nc(-c3ccc(F)cc3)c2C#N)cc1	72	124	83	99	89	99	103	101
41	COc1ccc(-c2nnc(COc3ccc(NC(=O)Nc4cccc(C(F)(F)F)c4)cc3F)o2)cc1	103	75	27	69	87	57	49	79
42	Clc1ccccc1C=Nc1n[nH]c(Nc2ccccc2)c1-c1nc2ccccc2s1	117	128	93	92	113	65	100	103
43	Cc1nc(-c2ccccc2)ccc1-c1nnc(SCC(=O)O)o1	107	119	103	100	109	92	97	103
44	O=C1C=CC(=O)N1c1cccc2c(N3C(=O)C=CC3=O)cccc12	97	111	100	95	95	65	98	96
45	Cc1cc(=O)n(C(=O)Nc2ccc(C(F)(F)F)cc2)c2cc(O)ccc12	101	108	104	107	110	88	98	111
46	CC(=N\N=C(N)N)/C(=N/N=C(N)N)c1ccccc1	102	91	106	91	104	83	107	101
47	O=C(O)/C(=C\c1ccc([N+](=O)[O-])cc1)c1cccc(Cl)c1	99	101	102	104	102	92	102	104
48	CC(C)(O)CCc1ccc(O)cc1	107	98	99	99	103	95	99	94
49	CCS(=O)(=O)C1C(=O)N(C)C(S(=O)(=O)CC)C(=O)N1C (centres undefined)	95	94	97	105	100	87	103	102
50	CC(=O)Nc1cc(NC(C)=O)c2ccccc2c1O	96	128	80	110	108	73	98	105
51	CN1c2ccccc2S(=O)(=O)n2c(SCC(=O)Nc3nc4ccc(F)cc4s3)nnc21	112	130	96	-23*	-23*	-66*	104	112
52	COc1cc(Cn2ccc3c2-c2oncc2CCC3)cc(OC)c1OC	106	106	74	84	93	69	67	82
53	CCOC(=O)N1CCN(CCCOc2cccc(N(CC)CC)c2)CC1	73	97	99	101	108	87	100	94
54	CCOC(=O)c1cnn(CC(C)O)c1NC(=O)NCc1ccccc1C(F)(F)F (centres undefined)	101	81	98	95	111	87	99	94
55	O=C(COc1ccc(/C=C2\C(=O)Nc3ccc(Cl)cc32)cc1)Nc1ccc(Cl)cc1	88	112	33	60	75	51	53	68
56	Cn1c2c(c(=O)n(C)c1=O)C1(C(=O)N(Cc3ccccc3)c3ccccc31)c1c(n(C)c(=O)n(C)c1=O)N2	.	120	72	91	102	68	93	107
57	Fc1ccc(/C=C/c2c(-c3ccc(F)cc3)nc3sc(-c4ccccc4)c(-c4ccccc4)n23)cc1	98	111	81	113	100	85	88	95
58	CCN(CC)CCCN(CCCc1ccccc1)Cc1ccccc1	92	98	106	90	84	72	84	85
59	O=c1[nH]c2ccccc2c(-c2cccc(O)c2)c1O	99	124	99	86	106	70	93	103
60	CCCCCCCCc1ccc(CCC(N)(CO)CO)cc1	84	17	-37*	-38*	.	-7.9*	.	-44*

# An excerpt of these results, with values under each structure:
# The line under a structure holds: SK-OV-3, TK-10, ACHN, IGROV1, RXF 393, UO-31, SN12C, 786-0
40. C/C(=N/NC(N)=S)c1ccc(Nc2nc(SC(C)C)nc(-c3ccc(F)cc3)c2C#N)cc1
 : 72, 124, 83, 99, 89, 99, 103, 101
41. COc1ccc(-c2nnc(COc3ccc(NC(=O)Nc4cccc(C(F)(F)F)c4)cc3F)o2)cc1
 : 103, 75, 27, 69, 87, 57, 49, 79
42. Clc1ccccc1C=Nc1n[nH]c(Nc2ccccc2)c1-c1nc2ccccc2s1
 : 117, 128, 93, 92, 113, 65, 100, 103
43. Cc1nc(-c2ccccc2)ccc1-c1nnc(SCC(=O)O)o1
 : 107, 119, 103, 100, 109, 92, 97, 103
44. O=C1C=CC(=O)N1c1cccc2c(N3C(=O)C=CC3=O)cccc12
 : 97, 111, 100, 95, 95, 65, 98, 96
45. Cc1cc(=O)n(C(=O)Nc2ccc(C(F)(F)F)cc2)c2cc(O)ccc12
 : 101, 108, 104, 107, 110, 88, 98, 111
46. CC(=N\N=C(N)N)/C(=N/N=C(N)N)c1ccccc1
 : 102, 91, 106, 91, 104, 83, 107, 101
47. O=C(O)/C(=C\c1ccc([N+](=O)[O-])cc1)c1cccc(Cl)c1
 : 99, 101, 102, 104, 102, 92, 102, 104
48. CC(C)(O)CCc1ccc(O)cc1
 : 107, 98, 99, 99, 103, 95, 99, 94
49. CCS(=O)(=O)C1C(=O)N(C)C(S(=O)(=O)CC)C(=O)N1C (centres undefined)
 : 95, 94, 97, 105, 100, 87, 103, 102
50. CC(=O)Nc1cc(NC(C)=O)c2ccccc2c1O
 : 96, 128, 80, 110, 108, 73, 98, 105
51. CN1c2ccccc2S(=O)(=O)n2c(SCC(=O)Nc3nc4ccc(F)cc4s3)nnc21
 : 112, 130, 96, -23*, -23*, -66*, 104, 112
52. COc1cc(Cn2ccc3c2-c2oncc2CCC3)cc(OC)c1OC
 : 106, 106, 74, 84, 93, 69, 67, 82
53. CCOC(=O)N1CCN(CCCOc2cccc(N(CC)CC)c2)CC1
 : 73, 97, 99, 101, 108, 87, 100, 94
54. CCOC(=O)c1cnn(CC(C)O)c1NC(=O)NCc1ccccc1C(F)(F)F (centres undefined)
 : 101, 81, 98, 95, 111, 87, 99, 94
55. O=C(COc1ccc(/C=C2\C(=O)Nc3ccc(Cl)cc32)cc1)Nc1ccc(Cl)cc1
 : 88, 112, 33, 60, 75, 51, 53, 68
56. Cn1c2c(c(=O)n(C)c1=O)C1(C(=O)N(Cc3ccccc3)c3ccccc31)c1c(n(C)c(=O)n(C)c1=O)N2
 : ., 120, 72, 91, 102, 68, 93, 107
57. Fc1ccc(/C=C/c2c(-c3ccc(F)cc3)nc3sc(-c4ccccc4)c(-c4ccccc4)n23)cc1
 : 98, 111, 81, 113, 100, 85, 88, 95

# Carrying on:
No.	Structure	SK-OV-3	TK-10	ACHN	IGROV1	RXF 393	UO-31	SN12C	786-0
61	COC(=O)[C@]1(C(C)C)N[C@H](c2cn(-c3ccccc3)nc2-c2ccccc2)[C@@H]2C(=O)N(c3ccc(OC)cc3)C(=O)[C@@H]21	99	98	104	110	117	86	110	98
62	CCC(C)(S)C(NC(C)=O)C(=O)O (centres undefined)	106	92	106	97	109	90	106	97
63	CC1NC(=S)NC(c2cccs2)=C1C(=O)/C=C/Nc1nccs1 (centres undefined)	66	.	95	93	114	74	97	83
64	COc1ccc(-c2cc(OC)c(OC)cc2-c2nc(-c3ccccc3)c(-c3ccccc3)n2Cc2ccccc2)cc1OC	88	57	.	38	51	24	57	74
65	CCOc1ccc(-n2nc(C(=O)NCc3cccc(C)c3)nc2-c2cc(OC)c(OC)c(OC)c2)cc1	92	81	89	89	95	55	98	95
66	CN(C)CCCC(C#N)(CCN(C)C)c1ccccc1 (centres undefined)	106	93	102	105	88	80	94	90
67	O=Cc1cn(C(c2ccccc2)c2c[nH]c3ccccc23)c2ccccc12 (centres undefined)	99	136	91	76	104	57	96	103
68	NC(=O)CSc1nc2ccccc2c(=O)n1CCc1ccc(S(N)(=O)=O)cc1	115	102	106	111	111	92	101	105
69	C/C(=N\NC(=O)Nc1c(Cl)cccc1Cl)c1cc2ccccc2oc1=O	103	104	100	99	74	87	94	96
70	Cn1c(SCC(=O)Nc2ccc([N+](=O)[O-])cc2)nc2ccccc2c1=O	97	98	86	86	99	60	95	89
71	CCCc1ccccc1[N+](=O)[O-]	99	106	99	121	104	94	102	102
72	O=C1NC(=S)S/C1=C\c1cn(-c2ccccc2)nc1-c1ccccc1	106&86	125&64	99&59	99&85	119&71	95&39	103&44	101&24
73	CC(C)=CCC[C@](C)(O)[C@H]1CC[C@]2(C)[C@@H]1CC[C@@H]1[C@@]3(C)C/C(=C/c4ccc(C=O)cc4)C(=O)C(C)(C)[C@@H]3CC[C@]12C	111	78	105	89	66	65	84	91
74	O=c1[nH]cncc1OCc1ccccc1	108	108	101	109	119	93	92	104
75	O=C(CCNC(=O)OCc1ccccc1)NC(CSCc1ccccc1)C(=O)O (centres undefined)	96	94	109	91	.	87	103	97
76	COc1ccc([C@H]2[C@H](C(=O)Nc3cccc(C)n3)c3ccccc3C(=O)N2c2ccccc2)cc1	82	95	89	87	.	96	98	95
77	COc1ccc(C=O)c(Br)c1O	113	108	89	98	.	66	101	100
